TNAP inh hiacc: blocks human TNAP under high phosphate acceptor concentration; purified TNAP, CDP-star luminescence, 1 M DEA; 200,000 compounds, 0.03% hits; P05186; inhibition, % at 20 µM;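 active = over 50% inhibition of tissue-nonspecific alkaline phosphatase at 20 µM in the single-dose screen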;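 note: plate controls were DMSO wells for no effect and EDTA-quenched wells as full inhibition for full effect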
Target sequence (P05186 whole entry, looked up): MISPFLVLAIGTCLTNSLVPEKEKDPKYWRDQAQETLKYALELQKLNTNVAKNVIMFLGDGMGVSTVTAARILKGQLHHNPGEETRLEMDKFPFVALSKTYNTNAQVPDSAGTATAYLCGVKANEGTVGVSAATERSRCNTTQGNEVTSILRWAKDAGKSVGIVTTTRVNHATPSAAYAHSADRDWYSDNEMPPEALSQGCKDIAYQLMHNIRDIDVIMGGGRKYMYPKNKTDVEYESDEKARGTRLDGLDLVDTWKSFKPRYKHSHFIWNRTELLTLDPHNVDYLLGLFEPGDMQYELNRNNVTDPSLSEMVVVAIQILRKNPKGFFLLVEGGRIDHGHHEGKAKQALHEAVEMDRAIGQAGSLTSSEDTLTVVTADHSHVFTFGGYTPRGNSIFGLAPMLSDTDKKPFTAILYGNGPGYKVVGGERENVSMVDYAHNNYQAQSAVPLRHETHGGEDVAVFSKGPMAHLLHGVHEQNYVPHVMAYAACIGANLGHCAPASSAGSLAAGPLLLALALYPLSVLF
bIAP activator: intestinal alkaline phosphatase (bovine) activation | purified bovine IAP, CDP-star luminescence, 30 min; active compounds read high; fold of DMSO-control signal, blank-subtracted | activation factor at 20 µM | 200,000 compounds, 0.17% hits | AID 1016;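 active = activation factor of 2 or more at 20 µM, a signal rise over negative controls twice the positive control's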
FLuc inhib CS: Photinus pyralis luciferase inhibition counter-screen; P08659; ATPLite firefly luciferase biochemical luminescence, 10 min; inhibition, % at 10 µM; 200,000 compounds, 1.5% hits; AID 1006;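 active = inhibition above about 50% when tested at 10 µM, limit read from the data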
Target sequence (P08659 whole entry, looked up): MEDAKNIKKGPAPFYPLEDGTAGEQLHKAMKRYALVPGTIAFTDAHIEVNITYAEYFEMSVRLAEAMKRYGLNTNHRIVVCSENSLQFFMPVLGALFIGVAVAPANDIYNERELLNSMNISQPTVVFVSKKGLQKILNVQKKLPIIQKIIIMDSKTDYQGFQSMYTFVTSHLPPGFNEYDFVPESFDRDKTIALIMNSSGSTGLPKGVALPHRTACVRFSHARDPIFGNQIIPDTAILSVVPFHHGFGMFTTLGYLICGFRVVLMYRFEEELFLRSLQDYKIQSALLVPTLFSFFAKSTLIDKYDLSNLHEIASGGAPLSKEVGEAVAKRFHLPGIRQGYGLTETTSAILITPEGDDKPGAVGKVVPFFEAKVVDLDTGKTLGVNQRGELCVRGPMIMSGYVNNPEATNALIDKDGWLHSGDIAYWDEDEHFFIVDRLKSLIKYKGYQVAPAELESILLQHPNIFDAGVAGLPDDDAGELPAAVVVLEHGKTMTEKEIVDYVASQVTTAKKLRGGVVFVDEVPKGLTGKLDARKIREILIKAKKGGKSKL
RAM inhibit: blocks the yeast RAM network | S. cerevisiae dse1pr::URA3 reporter, 5-FOA growth OD615, 2 d; analog-sensitive cbk1-as2 kinase mutant strain | inhibition, % at 50 µM | 190,000 compounds, 1.8% hits | AID 868;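 active = inhibition above a set limit, 3 SD over mean compound inhibition, cut at about 8.4% in these data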;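 note: 0% = DMSO-only wells with no growth and 100% = 10 µM 1-NA-PP1 full growth; inhibition rescues growth on 5-FOA so higher OD means more RAM inhibition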
bIAP inhibitor: blocks bovine intestinal alkaline phosphatase activity | purified bovine IAP, CDP-star luminescence, 30 min | AID 1019 | inhibition, % at 20 µM | 190,000 tested, under 10 active;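 active = over 50% inhibition of intestinal alkaline phosphatase at 20 µM in the single-dose screen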
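Assay system: bovine IAP enzyme; medium: DEA buffer 100 mM, pH 9.8, with MgCl2 1.0 mM, ZnCl2 0.02 mM; doses: 20 µM single dose; incubation: enzyme reaction for 30 min at room temperature; detection: CDP-star luminescence signal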
TNAP act hiacc: activators of human TNAP at high phosphate acceptor concentration | 200,000 tested, under 10 active | purified TNAP, CDP-star luminescence, 1 M DEA, 30 min; active compounds read high; 0 = EDTA background, 1 = DMSO-only activity | P05186 | activation factor at 20 µM;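 active = activation factor at least 2 at 20 µM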
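system = human TNAP | amount = enzyme diluted 1/800 final | reagent = 100 µM CDP-star substrate | signal = luminescent substrate turnover signal | dosing = one dose, 20 µM | benchmarks = EDTA negative control, DMSO positive control | measure = activation factor | timing = 30 min reaction, room temperature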
Lmaj promast: Leishmania major promastigote growth inhibition | Leishmania major promastigotes, resazurin fluorescence viability | inhibition, % at 10 µM | 200,000 compounds, 9% hits | AID 1063; in the data active = inhibition above about 50%;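 note: promastigotes grown with compound for 44 hours at 28 °C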
TNAP inh noacc: blocks human TNAP activity with no phosphate acceptor present; purified TNAP, CDP-star luminescence, 30 min; inhibition, % at 20 µM; P05186; 200,000 compounds, 0.26% hits; AID 1012;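 active = tissue-nonspecific alkaline phosphatase inhibition above about 50% at 20 µM in the single-dose screen, limit read from the data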;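 note: 0% = DMSO negative control and 100% = EDTA positive control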
APP 5UTR inh: APP translation inhibition | 190,000 compounds, 0.82% hits | inhibition, % at 2 µM | SH-SY5Y APP 5'UTR-luciferase reporter, luminescence | AID 1285;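 active = inhibition above a set limit, derived from the sample mean plus 3 SD, cut at about 45% in these data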; note: values of inactives mirror those of a sister screen read the other way
FLuc act counter: affects firefly luciferase, flagging false hits in luciferase stimulation screens; P08659; ATPlite luciferase biochemical, luminescence, 10 min; 0 = ATP-free wells, 1 = DMSO control; activation factor at 10 µM; 200,000 tested, under 10 active; AID 1027;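 active = luciferase activation factor, scaled between plate controls, of at least 2 with compound at 10 µM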
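test system = cell-free luciferase reagent | medium = PBS as buffer for the ATP substrate | dosing = test compounds dosed from 2 mM stocks in 100% DMSO | incubation = 10 min at ambient temperature | detection = luminescence measurement of luciferase light output | benchmarks = low control with PBS replacing ATP, high control enzyme plus ATP without compound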
An asterisk follows results filed as active; / = no result given.

SMILES | TNAP inh hiacc | bIAP activator | FLuc inhib CS | RAM inhibit | bIAP inhibitor | TNAP act hiacc | Lmaj promast | TNAP inh noacc | APP 5UTR inh | FLuc act counter
COc1ccc(S(=O)(=O)NC2CC2)cc1-n1cnnn1 | -5 | 1 | -6 | -1.0 | 5 | 1.1 | -5 | -11 | -9 | 1.1
COc1ccc(-n2nc(C(=O)N3CCCCC3)c3ccccc3c2=O)cc1 | 0 | 0.9 | 1 | -0.3 | 9 | 1 | -4 | -7 | 6 | 1
Cn1c(=O)cc(OCCCC(=O)NCCC2=CCCCC2)c2ccccc21 | -3 | 1 | -8 | 1.7 | -3 | 1 | 8 | -8 | -16 | 1.1
Cc1ccc(C2C(C(=O)O)c3ccccc3C(=O)N2C)o1 (stereo not given) | 0 | 1 | 0 | 1.1 | 1 | 1 | 4 | -6 | 3 | 1
CCOC(=O)c1cc2n(n1)C(C(F)(F)F)CC(C)N2 (stereo not given) | 0 | 1 | -3 | 1.3 | 5 | 1 | -6 | -11 | -17 | 1
COC(=O)Cn1c(C)c(C(C)=O)c(C(C)=O)c1C | -5 | 0.9 | 0 | 2.1 | 7 | 1.1 | 2 | -10 | 5 | 1
CN(NC(=O)c1ccco1)c1nc2ccccc2nc1C(F)(F)F | -2 | 1.1 | -4 | 2.9 | -10 | 1 | -3 | -13 | -9 | 1
COc1cccc(C2C(C(C)=O)=C(O)C(=O)N2CCNCCO)c1 (stereo not given) | -6 | 1 | -6 | -0.9 | 0 | 1.1 | -4 | -10 | 3 | 1.1
N/N=C(\c1ccccc1)C12CN3CN(CN(C3)C1)C2 | -1 | 1.6 | 0 | 0.5 | -63 | 1 | 52* | -8 | 19 | 1
COc1ccc(CNC(=O)C(C)NC(=O)c2cc3ccccc3o2)cc1 (stereo not given) | -7 | 0.9 | -3 | 2.9 | 5 | 1.1 | -5 | -12 | -10 | 1
O=C(Cc1ccccc1)NNC1CC(=O)N(c2ccc(Br)cc2)C1=O (stereo not given) | 1 | 1 | -5 | 3.5 | 5 | 1 | -9 | -12 | -22 | 1.1
Cc1cccc(CN(C(=S)Nc2c(C)cccc2C)c2cccnc2)c1 | -3 | 1.3 | -1 | 1.1 | -26 | 1 | 87* | -7 | -19 | 1
Cc1cnc(C(=O)Nc2cccc3ncccc23)cn1 | -2 | 1.3 | 0 | / | -33 | 1 | 0 | -1 | 6 | 1
CC(C(=O)Oc1ccc2c(c1)OCO2)N1C(=O)c2ccccc2C1=O (stereo not given) | -1 | 1 | 0 | 2.7 | -3 | 1 | -5 | -10 | -5 | 1
OCCN(C=NC1=NN(c2cccc(C(F)(F)F)c2)CC1)CCO | 0 | 1 | -8 | 0.9 | 3 | 1 | -4 | 2 | 6 | 1.1
COc1ccc(-c2cc(-c3ccccc3)n3ncnc3n2)cc1 | -2 | 0.9 | -5 | 0.5 | 8 | 1 | 13 | -9 | -18 | 1
O=C(Nc1ccccc1Cl)c1cccs1 | 1 | 1 | 4 | 1.6 | 2 | 1 | -5 | -4 | -10 | 1
COc1ccc(C(=O)N2CCN(C(=O)CC(C)C)CC2)cc1OC | -5 | 1 | -4 | 0.1 | 0 | 1.1 | -2 | -12 | -18 | 1
O=C(COC(=O)CCC(=O)c1ccc(F)cc1)Nc1ccc(F)cc1F | -4 | 1.2 | -4 | 3.1 | -23 | 1 | -3 | -12 | -11 | 1
O=c1cc(CSc2ccc([N+](=O)[O-])cc2)nc2sccn12 | -6 | 1 | -2 | 3.2 | -2 | 1.1 | -7 | -12 | 8 | 1
CCOC(=O)c1sc(NC(=O)/C=C/c2cnn(CC)c2C)c(C(=O)OCC)c1C | -1 | 1 | -6 | 12* | -4 | 1 | 2 | 4 | 9 | 1.1
O=C1CSC(c2cccc([N+](=O)[O-])c2)N1c1ccccc1 (stereo not given) | -4 | 1.1 | -6 | 0.9 | -9 | 1 | 10 | 5 | 11 | 1.1
COc1cc(/C=N/N(C)C)ccc1OC(=O)c1cccs1 | -3 | 1 | 0 | 1.0 | 0 | 1 | 11 | -10 | -1 | 1
Cc1ccc(OC(=O)c2ccc3nc(C)sc3c2)cc1 | -8 | 1 | -1 | 5.8 | -2 | 1.1 | -1 | -10 | -82 | 1
Cc1ccc(C(=O)Nc2cccnc2N2CCN(C)CC2)cc1 | -5 | 1 | -7 | 0.0 | -4 | 1.1 | -9 | -18 | -28 | 1.1

Other records follow.
SMILES | TNAP inh hiacc | bIAP activator | FLuc inhib CS | RAM inhibit | bIAP inhibitor | TNAP act hiacc | Lmaj promast | TNAP inh noacc | APP 5UTR inh | FLuc act counter
O=C(c1cnccn1)N1CCN(S(=O)(=O)c2ccc3ccccc3c2)CC1 | -2 | 1 | -7 | 1.5 | 3 | 1 | -3 | -7 | 12 | 1.1
CC(C)CNS(=O)(=O)c1ccc(OCC(=O)Nc2ccc(F)cc2F)cc1 | -2 | 1.2 | -4 | 1.5 | -18 | 1 | -6 | -5 | 2 | 1
Cc1ccc2c(c1)nnn2C1CCN(S(=O)(=O)c2ccc(C(=O)N3CC(C)CC(C)C3)cc2)CC1 (stereo not given) | 1 | 1 | -3 | 6.6 | 4 | 1 | 33 | -4 | -8 | 1
CCOC(=O)c1[nH]c(C)c(C(=O)NC2CCCCCC2)c1C | -4 | 0.9 | -8 | 3.5 | 6 | 1 | 3 | -11 | 5 | 1.1
Nc1ccccc1NC1=CC(=O)CC(c2ccco2)C1 (stereo not given) | 3 | 0.9 | -2 | -0.1 | 12 | 1 | 19 | -5 | -36 | 1
Cc1c(C)c2cc(Cl)c(O)c(CN3CCCCC3)c2oc1=O | -7 | 1.2 | -1 | 2.4 | -18 | 1.1 | -2 | -14 | 6 | 1
Cc1sc2ncnc(OCC(=O)NC(C)C)c2c1C | -8 | 0.9 | -7 | 0.0 | 9 | 1.1 | -3 | -8 | 20 | 1.1
Cc1nn(-c2ccccc2)c(N2CCCC2)c1/C=C1\N=C(c2ccccc2)OC1=O | -2 | 0.9 | -7 | 1.5 | 5 | 1 | -5 | 2 | -12 | 1.1
C=CCNC(=S)NS(=O)(=O)c1cccs1 | -2 | 1.2 | -5 | 0.4 | -21 | 1 | -9 | 0 | 1 | 1
Cc1cc(C)c2[nH]c(=O)c(C(c3nnnn3CC3CCCO3)N3CCC(C)CC3)cc2c1 (stereo not given) | 2 | 1.1 | -6 | -0.2 | -6 | 1 | 23 | 5 | 13 | 1.1
CC(=O)N1CCN(Cc2cc(=O)n3cc(Cl)c(C)c(Cl)c3n2)CC1 | -7 | 0.9 | -7 | -0.4 | 9 | 1.1 | -3 | -14 | -7 | 1.1
CC(C)(C)C1CCC(OCC(O)CN2CCN(Cc3ccccc3)CC2)CC1 (stereo not given) | -3 | 0.7 | -17 | 1.6 | 26 | 1 | 91* | 9 | -9 | 1.2
Cc1cc(F)ccc1NCc1cccnc1 | -2 | 1 | -3 | 0.1 | -2 | 1 | -6 | -7 | 8 | 1
Fc1ccc(CNC(=S)NC2CCCCC2)cc1 | -5 | 0.7 | -6 | 0.6 | 26 | 1.1 | 3 | -14 | 13 | 1.1
CCSC1=N/C(=C\c2cccnc2)C(=O)N1c1ccccc1 | 0 | 0.9 | -6 | 0.3 | 14 | 1 | 7 | 4 | 8 | 1.1
Cc1ccc2ncnc(NCCCN3CCOCC3)c2c1 | -2 | 1 | -6 | 1.8 | -5 | 1 | 4 | -9 | 7 | 1.1
Nc1ccc(C(=O)OCC(=O)N2c3ccccc3Sc3ccccc32)cc1[N+](=O)[O-] | 0 | 1 | -4 | 0.5 | -2 | 1 | 14 | 0 | -18 | 1
COC(=O)[C@@]1(Cc2ccc(OC)cc2)[C@H]2c3cc(C(=O)N4CCCC4)n(CCn4cc([N+](=O)[O-])nc4C)c3C[C@H]2CN1C(=O)c1ccccc1 | -1 | 1.2 | -7 | 1.5 | -19 | 1 | -3 | 3 | 6 | 1.1
CCCn1nc(C(=O)NCCc2ccc(S(N)(=O)=O)cc2)c2ccccc2c1=O | -4 | 0.9 | -9 | 1.3 | 10 | 1 | 4 | -3 | 9 | 1.1
CCOC(=O)c1sc(NC(=O)CSc2n[nH]c(C)n2)nc1C | -9 | 1.2 | -8 | -0.1 | -17 | 1.1 | -9 | -18 | -18 | 1.1
O=C(CSc1cccc2cccc(Cl)c12)OCC(=O)N1CCN(C(=O)c2ccco2)CC1 | -6 | 0.9 | -1 | 0.3 | 5 | 1.1 | 53* | -7 | 13 | 1
CCN(CC(=O)Nc1ccc(C)c(F)c1)CC(=O)NC(C)C | -4 | 1.1 | 2 | 0.1 | -14 | 1 | 1 | -9 | 0 | 1
Cc1cc(C)c(NC(=O)NC(=O)c2ccc(F)cc2)c(C)n1 | -2 | 1 | -2 | -0.8 | 1 | 1 | -4 | -8 | -10 | 1
NS(=O)(=O)c1cccc(NC(=O)CN2CCc3ccccc32)c1 | 14 | 1.1 | -1 | 2.5 | -8 | 0.9 | -6 | 43 | 9 | 1
CCC(=NCCc1c(C)[nH]c2ccc(OC(F)(F)F)cc12)C1=C(O)CC(c2ccccc2)CC1=O (stereo not given) | -4 | 1 | -4 | 5.5 | 0 | 1 | 24 | -14 | 78* | 1

Later entries.
SMILES | TNAP inh hiacc | bIAP activator | FLuc inhib CS | RAM inhibit | bIAP inhibitor | TNAP act hiacc | Lmaj promast | TNAP inh noacc | APP 5UTR inh | FLuc act counter
O=C(COc1ncnc2sccc12)N1CCN(C(=O)c2ccco2)CC1 | -9 | 1.1 | -8 | 0.1 | -8 | 1.1 | -6 | -6 | -5 | 1.1
CCCCCSc1nnc(-c2ccccc2N)c(=O)[nH]1 | -1 | 0.8 | -1 | -0.7 | 17 | 1 | -5 | -5 | -18 | 1
CCC12C(=O)C(CC)(C(c3ccccc3)=C1c1ccccc1)[C@@H]1C(=O)N(c3ccccc3)C(=O)C12 (stereo not given in full) | 0 | 0.9 | -2 | 5.1 | 10 | 1 | 27 | 2 | 2 | 1
CCOC(=O)C1CCN(C(=O)C2CCN(S(=O)(=O)N3CCCC3)CC2)CC1 | -6 | 1 | -2 | -0.4 | -5 | 1.1 | -5 | -13 | 0 | 1
Cc1cc(OCC(=O)N2CCCC2)cc(C)c1Cl | -5 | 1 | 6 | 0.3 | 1 | 1 | -5 | -8 | -7 | 0.9
O=C(NNc1c2ccccc2nc2ccccc12)c1ccc(O)cc1 | 22 | 0.8 | 24 | -0.1 | 21 | 0.8 | 71* | 16 | 6 | 0.8

An excerpt from above, showing only bIAP activator and FLuc act counter.
SMILES	bIAP activator	FLuc act counter
O=C(COc1ncnc2sccc12)N1CCN(C(=O)c2ccco2)CC1	1.1	1.1
CCCCCSc1nnc(-c2ccccc2N)c(=O)[nH]1	0.8	1
CCC12C(=O)C(CC)(C(c3ccccc3)=C1c1ccccc1)[C@@H]1C(=O)N(c3ccccc3)C(=O)C12 (stereo not given in full)	0.9	1
CCOC(=O)C1CCN(C(=O)C2CCN(S(=O)(=O)N3CCCC3)CC2)CC1	1	1

Bioassay records from PubChem.

An unsorted share of the library; 13% or so of the library scored in one or more.
